Assay outcomes: PubChem BioAssay, several laboratories
Yp Topo-I inh = blocks Yersinia pestis topoisomerase I activity; Y. pestis Topo-I cleavage product accumulation, plate reader; activity, % at 10 µM; 360,000 compounds, 0.064% hits; AID 504884; in the data active = activity above about 50%, passing the limit was not always enough; also: inactives centre near 2
SARS 3CLpro inh = SARS-CoV 3CLpro protease inhibition. P0C6X7. recombinant SARS-CoV 3CLpro, quenched FRET peptide cleavage. inhibition, % at 6 µM. 290,000 compounds, 0.14% hits. AID 1706; in the data active = inhibition above about 12%
Rv3671c inh = Rv3671c (M. tuberculosis) protease inhibition | 320,000 compounds, 0.048% hits | inhibition, % at 5.96 µM; in the data active = inhibition above about 38%;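 also: extracellular domain of Rv3671c used as enzyme; 0% = enzyme with DMSO and 100% = no enzyme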
TcdB inh = TcdB glycohydrolase inhibition | P18177 | TcdB glycohydrolase enzymatic assay, plate reader | inhibition, % at 9.99 µM | 350,000 compounds, 0.24% hits; in the data active = inhibition above about 10%
PriA SSB inh = blocks PriA binding to SSB C-terminal tail; AlphaScreen SSBct-PriA binding, biotinylated peptide; inhibition, % at 33 µM; 430,000 compounds, 0.6% hits; AID 1272365; in the data active = inhibition mostly above about 37%, no sharp cut-off; inactive = mostly below about 20%;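 also: plate controls were negative control peptide for no effect and reference peptide for full effect; strong numbers were not always called active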
DUSP3 inh = blocks human VHR1 dual specificity phosphatase; recombinant VHR phosphatase, pNPP absorbance; 290,000 compounds, 0.52% hits; inhibition, % at 13.3 µM; P51452; in the data active = inhibition above about 50%; also: some compounds called inactive have numbers as strong as hits
Vc quorum ag = quorum light induction in luxS cqsA deficient V. cholerae; V. cholerae BH1578 lux reporter, luminescence, 6 h; activation, % at 18.7 µM; 350,000 compounds, 0.16% hits; AID 588436; in the data active = activation mostly above about 9.7%, no sharp cut-off; also: not every result past the cut was called active; inactives centre near 0; reference of the scale not given here
MazF activator = MazEF (E. coli) toxin RNase activation; activation, % at 20 µM; 350,000 compounds, 0.32% hits; FAM/BHQ RNA-DNA oligo cleavage fluorescence, 5 h; AID 504720; P0AE70; in the data active = activation above about 50%
PfHsp40 yeast = rescue of PfHsp40-mediated yeast toxicity | AID 504582 | 340,000 compounds, 0.68% hits | S. cerevisiae expressing PfHsp40, growth rescue, ATP luminescence | growth rescue, % at 12.5 µM; in the data active = growth rescue above about 28%, passing the limit was not always enough;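 also: yeast W303a lacking pdr1 and pdr3 grown in galactose medium; growth measured after three days at 30 °C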
Anthrax LF inh2 = blocks Bacillus anthracis lethal factor protease. P15917. multiplex microsphere protease cleavage assay, LF. inhibition, % at 10 µM. 360,000 compounds, 0.12% hits. AID 588501; in the data active = inhibition above about 30%; also: plate controls were buffer without enzyme for full effect and enzyme alone for no effect
Starred values were filed as active, the others as inactive; i = inactive; · = no result given; + = active, no number; & = joins results of further samples. Not all compounds are listed. The share of hits here may be higher or lower than overall.

A first look (two entries):
Value order: Yp Topo-I inh	SARS 3CLpro inh	Rv3671c inh	TcdB inh	PriA SSB inh	DUSP3 inh	Vc quorum ag	MazF activator	PfHsp40 yeast	Anthrax LF inh2
CC(C)(C)c1ccc(OCCC(=O)NC2=NCCS2)cc1
  4.8	6.3	3.0	·	1.9	0.3	i	-8.8	1.4	-2.9
CCOc1ccc(N2C(=O)Nc3ccc(Br)cc3C2(O)C(=O)NCCCN(C)C)cc1 (stereo not given)
  3.1	0.5	2.4	-0.1	2.2	11.3	i	5.0	0.3	-2.1

The listing, from the first entry:
Value order: Yp Topo-I inh	SARS 3CLpro inh	Rv3671c inh	TcdB inh	PriA SSB inh	DUSP3 inh	Vc quorum ag	MazF activator	PfHsp40 yeast	Anthrax LF inh2
CC(C)(C)c1ccc(OCCC(=O)NC2=NCCS2)cc1
  4.8	6.3	3.0	·	1.9	0.3	i	-8.8	1.4	-2.9
CCOc1ccc(N2C(=O)Nc3ccc(Br)cc3C2(O)C(=O)NCCCN(C)C)cc1 (stereo not given)
  3.1	0.5	2.4	-0.1	2.2	11.3	i	5.0	0.3	-2.1
Cc1ccc(S(=O)(=O)N(C)C[C@H]2OCCCC[C@H](C)Oc3ccc(NC(=O)Nc4cccc5ccccc45)cc3C(=O)N([C@@H](C)CO)C[C@H]2C)cc1
  0.6	·	·	0.8&-0.2	·	·	-0.4	-10.6	·	-7.3
CCCCN1C(=O)c2ccc(C(=O)Nc3ccc(S(=O)(=O)N(C)C)cc3)cc2C1=O
  5.1	-0.1	-28.6	·	-9.9	-3.6	-0.2	0.5	1.0	-0.4
Cc1cccc(N=C2N=C(N)c3ccccc32)c1
  0.9	-2.8	12.4	·	9.5	24.6	i	8.9	0.1	-6.3
CC(=O)Nc1ccc(C(=O)COC(=O)C2CC3CCCC(C2)C3=O)cc1 (stereo not given)
  -9.3	·	6.6	-3.5	-7.5	·	-0.9	7.6	2.0	-4.1
C=CCNc1nc(-c2sc(NC(=O)CC)nc2C)cs1
  4.9	-5.6	4.5	·	-6.2	-8.8	·	-3.6	0.8	-2.6
CCOC(=O)C1(CC2CCCCO2)CCN(C(=O)Nc2ccccc2CC)CC1 (stereo not given)
  1.6	-3.2	7.7	0.0	-1.9	13.4	·	0.4	-0.9	-1.5
CCOc1ccc2nc(Nc3nc4ccc(NC(C)=O)cc4s3)sc2c1
  -10.7	1.8	-8.4	·	3.0&9.6	-2.9	-0.2	14.2	1.0	-0.4
C/C(N)=C(/C#N)C(=O)COC(=O)c1ccc(OCC2CCCO2)cc1 (stereo not given)
  -5.4	3.2	7.6	1.6	4.8	2.2	-2.2	4.3	-0.5	2.7
Cc1ccc(S(=O)(=O)N2C[C@@H]3[C@H]4CC[C@H](C4)[C@@H]3[C@@H](C)[C@@H]2c2ccn([Si](C(C)C)(C(C)C)C(C)C)c2)cc1
  4.2	·	·	1.0	-3.5	·	i	-1.3	-0.2	2.9
CCC(C)c1ccc(N(C(=O)c2ccco2)C(C(=O)NC2CCCC2)c2cccnc2)cc1 (stereo not given)
  13.8	74.9*	-7.2	1.5	-7.9	1.1	-0.2	5.0	3.1	4.5
COc1ccc(C(=O)NNC(=O)CSc2nnnn2-c2cc(OC)cc(OC)c2)cc1
  8.0	-1.4	-1.8	0.3	-3.5	-34.7	i	3.6	-1.9	3.5
Cc1cc(C)c(NC(=O)c2ccccc2N(C)S(C)(=O)=O)c(C)c1
  -9.0	-8.0	6.5	8.3	-3.1	25.4	-4.2	8.9	-0.1	-0.2
COc1cc(S(=O)(=O)Nc2ccc(C)cc2)ccc1N=Cc1c(C)[nH]n(-c2ccc(C)cc2)c1=O
  1.1	2.0	-10.0	0.7	12.8	1.5	-1.9	5.5	-0.8	-1.3
CC(NS(=O)(=O)c1ccc(Br)cc1)C(=O)NCC1CCCO1 (stereo not given)
  0.5	-1.8	-8.1	-2.2	-13.4	16.6	-0.3	1.2	-0.5	-6.1
Cc1cccc(C(=O)Nc2nnc(Cc3ccccc3)s2)c1
  12.9	0.6	0.7	2.2	-7.9	20.4	-0.3	4.9	1.3	4.8
CC(=O)N1CCN(Cc2nc3cc(NC(=O)c4ccccc4C)ccc3n2C)CC1
  -5.2	-5.7	5.6	·	-5.4	-10.4	i	-4.9	0.7	9.5
O=c1[nH]cn[nH]1
  -4.1	3.0	-1.4	0.4	-19.0&-1.0	-6.2	-0.4	2.6	-1.4	-7.0
CCOC(=O)C1CCCN(c2c(Nc3ccc(C)c(C)c3)c(=O)c2=O)C1 (stereo not given)
  7.1	-1.6	-5.1	-1.0	-15.2	-1.5	-0.3	-2.2	0.1	-4.2

Next section:
Value order: Yp Topo-I inh	SARS 3CLpro inh	Rv3671c inh	TcdB inh	PriA SSB inh	DUSP3 inh	Vc quorum ag	MazF activator	PfHsp40 yeast	Anthrax LF inh2
Cc1nnsc1-c1c(C(=O)O)c(C)nn1-c1ccc(OC(F)(F)F)cc1
  0.8	1.9	9.6	0.8	-16.2	2.6	-0.5	6.8	-0.2	-7.5
Cc1cccc(C(=O)Nc2ccccc2C(=O)OCc2c(C)noc2C)c1
  1.1	1.5	-3.1	·	-17.9	19.2	-0.3	-12.0	0.8	-4.1
CCCn1cc(S(=O)(=O)c2ccc(C)cc2)c(=O)c2cc(OC)ccc21
  2.6	-7.1	1.5	0.2	-1.4	14.2	-0.4	-6.9	0.6	1.3
COC(=O)COc1cc(C)cc2oc(=O)c(CC(=O)OC)c(C)c12
  4.5	-1.9	-8.9	·	8.5	-5.1	i	0.2	-0.1	2.1
COc1ccc(NC(=O)C(NC(=O)Cc2cccs2)c2ccc(C)cc2)cc1 (stereo not given)
  -0.1	-4.1	-7.0	1.9	-7.7	9.0	-0.1	-1.9	0.1	0.9
CC(C)(C)n1nnnc1C(c1ccc(F)cc1)N1CCN(Cc2ccc3c(c2)OCO3)CC1 (stereo not given)
  15.5	4.2	-6.1	·	29.1	17.1	i	-2.5	0.0	4.7
Cc1ccc(-c2cc(C(=O)N3CCOCC3)no2)cc1
  -1.9	-1.0	-0.9	-0.7	-0.3	-2.6	-0.3	3.0	-0.4	-3.1
CCN1C(=O)c2cccc3c(S(=O)(=O)NCCc4c[nH]c5ccccc45)ccc1c23
  -11.6	-3.9	-13.4	·	8.2	32.7	-0.7	0.5	1.1	-10.1
CCc1cc2c(CN3CCN(C)CC3)cc(=O)oc2cc1O
  -6.8	3.8	5.4	·	-4.2	31.3	-1.7	-1.3	0.2	0.8
CC(CC(=O)Nc1ccc2c(c1)c(=O)n(C)n2Cc1cccc(C(F)(F)F)c1)C(F)(F)F (stereo not given)
  7.1	·	·	-3.5	·	·	i	·	·	-3.2
COc1cc(/C=N/N2C(=O)C3C4c5ccccc5C(c5ccccc54)C3C2=O)ccc1O (stereo not given)
  -6.3	1.6	-37.2	·	·	16.4	-0.6	1.9	0.2	-1.7
COc1ccccc1NC(=O)Cn1ccn(-c2cccc3ccccc23)c(=O)c1=O
  -3.8	·	-3.8	0.3	-5.7	·	i	-0.4	1.4	1.8
O=C(NC1CC(=O)N(c2ccc(Cl)cc2)C1)N1CCN(C(=O)c2ccco2)CC1 (stereo not given)
  -0.7	·	4.2	1.1	1.6	·	i	4.4	-0.9	-1.8
C#CCSc1nc(Cc2ccc(Cl)cc2)nc2ccccc12
  3.4	-4.3	-2.2	·	-12.7	9.5	-0.3	-2.1	-0.2	-2.7
O=C(O)c1csc(-c2ccccc2)n1
  -9.2	-3.0	-7.2	0.8	-1.4	8.7	-0.4	8.9	-0.6	-1.0
Cc1ccc(S(=O)(=O)NC2(C(F)(F)F)NC(=O)N(c3ccccc3F)C2=O)cc1 (stereo not given)
  1.1	-3.2	6.5	6.9	-7.6	30.6	i	4.7	0.6	-1.8
CC1(C(=O)Nc2ccccc2)CCN1C(=O)Cc1ccc(-c2ccccc2)cc1 (stereo not given)
  43.8	·	·	0.5	·	·	i	·	·	-0.5
COc1cc(OC)cc(C(=O)Nc2ncc3c(n2)CC(C)(C)CC3=O)c1
  3.9	-3.8	-0.6	·	-4.9	-15.0	·	-2.9	-0.6	3.0
CCCCC(=O)N/C(N)=N/c1nc2ccccc2o1
  -4.5	-1.9	15.9	1.3	·	-4.9	-0.3	3.3	-1.0	-5.7
CCOc1ccc(NC(=O)CN2CCC(n3cnc4cc(F)ccc43)CC2)cc1
  -0.4	1.3	8.4	0.0	-10.2	6.7	0.2	-6.3	0.2	-8.9

The list continues:
Value order: Yp Topo-I inh	SARS 3CLpro inh	Rv3671c inh	TcdB inh	PriA SSB inh	DUSP3 inh	Vc quorum ag	MazF activator	PfHsp40 yeast	Anthrax LF inh2
CCC(=O)N1c2ccccc2NC2=C(C(=O)CC(C)(C)C2)C1c1ccc(O)c(OC)c1 (stereo not given)
  9.2	0.9	-6.2	1.1	-8.5	-1.9	2.1	-24.2	0.7	-7.0
Cn1c(CNC(=O)CCNC(=O)c2ccc(F)c(F)c2)cc(=O)n(C)c1=O
  -1.4	-2.2	-5.9	2.2	0.0	-2.2	-0.7	1.1	-1.3	-2.3
CCOC(=O)Cc1csc(NC(=O)C2CCCN(S(=O)(=O)c3cnc[nH]3)C2)n1 (stereo not given)
  -1.6	0.9	12.5	0.2	-2.7	20.8	-0.5	3.1	-0.5	-2.0
Cc1ccnc(NS(=O)(=O)c2ccc(NC(=O)C3CC3)cc2)n1
  10.9	4.5	7.3	0.5	-11.0&7.6	-13.9	i	-2.2	0.4	-3.6
Cc1cc(N2CCN(C)CC2)nc2ccc(NC(=O)c3ccccc3F)cc12
  -14.6	-13.5	-2.2	0.6	10.2	24.9	-0.1	17.2	-0.5	-1.3
Cc1ccc(S(=O)(=O)N2CCN=C2SCc2ccc(Cl)c(Cl)c2)cc1
  10.2	1.0	-10.3	·	-8.0	0.1	i	+	-1.8	-1.4
COc1ccccc1CC(=O)NCC1CCCO1 (stereo not given)
  -0.3	·	-0.5	·	-23.9	17.8	i	5.7	-1.3	-1.2
COc1ccc(CNCCSc2nnnn2C)cc1OC
  8.3	-4.2	3.6	·	-33.1	-16.4	-0.2	1.0	-1.9	-0.3
CCOC(=O)CSc1nc(-c2ccc3c(c2)OCO3)ccc1C#N
  1.6	-3.0	1.1	·	-15.7	15.4	3.8	1.5	0.1	-2.4
Fc1ccc(C2c3cccn3CCN2C(=S)Nc2cccc(F)c2)cc1 (stereo not given)
  -4.2	0.4	-3.1	0.9	5.6	8.6	i	-5.6	1.9	-2.9
O=C(O)c1cnn2cc(-c3[nH]ncc3[N+](=O)[O-])cnc12
  -0.5	2.5	4.5	1.2	-6.8	4.7	-0.6	5.4	-0.1	-0.5
CCOc1cc(C=O)ccc1OCCSc1ccc(Cl)cc1
  -8.7	-2.7	1.4	·	-25.1	5.4	1.5	0.4	2.9	-1.6
CCOC(=O)c1c(C)[nH]c(C)c1S(=O)(=O)N(C)CC(=O)Nc1ccccc1OC
  4.8	2.1	12.8	0.7	-13.1	12.8	i	1.8	0.7	-0.4
CC(=O)OC1CC(n2ccc(NC(=O)c3ccccc3)nc2=O)OC1CO (stereo not given)
  -4.5	-1.6	-2.4	·	-8.6	15.1	-0.5	0.5	-0.9	-6.9
Cc1cc(C)nc(-n2nc(C)c3c(C(F)F)cc(C)nc32)n1
  -5.6	-0.6	6.0	·	-1.6	27.4	-0.5	-2.8	1.2	0.2
O=C(c1cc2ccccc2c(=O)o1)N1CCCC1
  ·	0.2	-13.9	1.5	·	-4.8	·	·	·	·
O=C(Cc1c[nH]c2ccccc12)NCc1ccc2c(c1)OCO2
  0.8	3.5	2.0	·	-27.6	1.5	-0.6	-5.4	0.3	5.9
COc1cc2cnc(-c3ccccc3)c(-c3cc(OC)c(OC)c(OC)c3)c2cc1OC
  22.0	·	-11.9	2.7	12.3	·	2.8	7.3	-0.7	0.5
